# Rab7 wt GTP bind: modulators of GTP binding to dog Rab7 wildtype GTPase; GTP binding activity (percent of control), % at 10 µM; hit rate 0.055% among 190,000; GST-Rab7 beads, fluorescent GTP binding, flow cytometry; actives lie on both sides; untreated = 100%, excess cold GTP = 0%; AID 758;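 active = fluorescent GTP binding to Rab7 beads changed by at least 20 points from the 100% baseline, either direction, mostly lower; inconclusive = compound itself probably fluorescent, or too few beads counted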;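 note: median green fluorescence of bound Bodipy-FL-GTP per Rab7 bead population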
# Rac1 act GTP bind: alters GTP binding to activated mutant human Rac1. hit rate 0.11% among 190,000. GST-Rac1 activated beads, fluorescent GTP binding, flow cytometry; actives lie on both sides; 100% means binding = to untreated wells. percent activity (GTP binding), % at 10 µM. AID 764;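 active = GTP binding at least 20 percentage points away from the 100% baseline, in either direction, so actives lie on both sides; inconclusive = Compound likely fluorescent itself, or too few beads counted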
# Mcl1 Bid PPI: Mcl-1/Bid interaction inhibition | TR-FRET Mcl-1/Bid-Dy647 peptide binding, 1536-well | inhibition, % at 21.7 µM | hit rate 0.97% among 220,000 | AID 1021;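 active = compounds that cut the binding signal by more than half at the single screening dose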;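 note: His-tagged Mcl-1 with europium anti-His antibody binding Bid BH3 peptide; 0% = Mcl-1 plus peptide wells and 100% = peptide-only wells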
# Target sequence (Q07820 whole entry, looked up): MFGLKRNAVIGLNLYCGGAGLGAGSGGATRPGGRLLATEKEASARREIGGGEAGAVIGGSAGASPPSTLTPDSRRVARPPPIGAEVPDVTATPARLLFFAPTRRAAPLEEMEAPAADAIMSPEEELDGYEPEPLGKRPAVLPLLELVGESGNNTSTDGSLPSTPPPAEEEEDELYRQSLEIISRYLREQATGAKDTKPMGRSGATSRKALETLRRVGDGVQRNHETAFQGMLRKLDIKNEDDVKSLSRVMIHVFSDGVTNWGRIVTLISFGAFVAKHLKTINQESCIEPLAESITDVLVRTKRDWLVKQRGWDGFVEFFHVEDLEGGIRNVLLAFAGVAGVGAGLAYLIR
# Mcl1 Noxa PPI: disrupts binding of human Mcl-1 to Noxa peptide | TR-FRET Mcl-1/Noxa peptide binding, 2 h | inhibition, % at 21.7 µM | hit rate 1.5% among 220,000 | AID 1022;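 active = compounds that cut the protein-peptide binding signal by more than 50% relative to plate controls in a single-dose test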;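 note: His-tagged Mcl-1 with rhodamine Noxa BH3 peptide and terbium anti-His antibody; 0% = Mcl-1 plus Noxa peptide wells and 100% = peptide-only wells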
# Rac1 wt modul: modulators of human Rac1 wildtype GTP binding | P63000 | GST-Rac1 beads, fluorescent GTP binding, flow cytometry; actives lie on both sides; 0 = cold GTP competed, 100 = untreated | GTP binding activity (% of control), % at 10 µM | hit rate 0.27% among 190,000 | AID 757;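 active = GTP binding activity at least 20 points away from the 100% control level, either lower or higher; inconclusive = compound flagged as likely green fluorescent, judged across all proteins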
# Avidin fluor: compound fluoresces at 488/530 nm on avidin beads; fluorescence (KMESF) at 10 µM; hit rate 0.38% among 220,000; compound fluorescence 488/530 nm, flow cytometry; hits give high values; in the data active = fluorescence above about 47; note: inactives centre near 10
# Pf gametocyte: kills late stage P. falciparum gametocytes. AID 743093. inhibition, % at 10.9 µM. P. falciparum stage V gametocytes, ATP luminescence, 24 h. hit rate 0.065% among 150,000;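 active = inhibition above the mean plus 3 SD of compounds within the control limits, set per campaign, cut at about 38% in these data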;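 note: 0% = DMSO wells and 100% = medium only without gametocytes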
# HRas wt GTP: human HRas wildtype GTP binding, change in either direction | P01112 | GST-Ras wt beads, Bodipy-FL-GTP binding, flow cytometry; actives lie on both sides | GTP binding activity, % at 10 µM | hit rate 0.14% among 190,000 | AID 759;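 active = GTP binding activity at least 20% away from the 100% baseline, either lowered as inhibitor or raised as activator; inconclusive = flagged as likely green fluorescent, judged across all proteins in the well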;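 note: 0% = unlabeled GTP competition control and 100% = no-compound control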
# Target sequence (P01112 whole entry, looked up): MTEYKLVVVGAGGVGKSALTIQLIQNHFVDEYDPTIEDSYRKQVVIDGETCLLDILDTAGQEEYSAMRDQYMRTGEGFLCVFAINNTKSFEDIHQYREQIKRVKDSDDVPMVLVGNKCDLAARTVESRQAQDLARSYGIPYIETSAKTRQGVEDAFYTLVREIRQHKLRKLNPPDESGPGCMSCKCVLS
# Rab2 wt GTP: changes GTP binding to wildtype dog Rab2A, up or down | AID 760 | GST-Rab2 wt beads, Bodipy-GTP binding, flow cytometry | P61105 | GTP binding activity, % at 10 µM | hit rate 0.19% among 190,000;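 active = GTP binding activity at least 20 points away from 100%, either lowered or raised; inconclusive = signal likely due to the compound's own green fluorescence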;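 note: 0% = beads with excess unlabeled GTP and 100% = no-compound control corrected for plate trend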
# Cdc42 wt: changes GTP binding to wildtype human Cdc42; GST-Cdc42 beads, Bodipy-GTP binding, flow cytometry; actives lie on both sides; AID 761; percent activity (GTP binding), % at 10 µM; hit rate 0.2% among 190,000;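 active = percent activity GTP binding at least 20 points away from the 100% baseline, either down as inhibitor or up as activator; inconclusive = compound flagged as likely green fluorescent from well-wide comparison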;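 note: median bead fluorescence of bound Bodipy-FL-GTP at 100 nM; 0% = excess unlabeled GTP control and 100% = no compound control; below 100% means less GTP binding so inhibitor and above means activator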
# Target sequence (P60953 whole entry, looked up): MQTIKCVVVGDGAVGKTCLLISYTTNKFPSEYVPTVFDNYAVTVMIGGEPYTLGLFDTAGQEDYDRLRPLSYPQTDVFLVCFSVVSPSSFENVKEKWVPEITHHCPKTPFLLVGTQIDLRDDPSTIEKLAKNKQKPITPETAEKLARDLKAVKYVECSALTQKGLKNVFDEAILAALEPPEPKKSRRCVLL
# GSH bead fluor: compound fluoresces at 488/530 nm on GSH beads | GSH beads flow cytometry, compound fluorescence 488/530 nm; hits give high values | fluorescence (KMESF) at 10 µM | hit rate 0.25% among 190,000 | AID 1776; in the data active = fluorescence above about 89;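 note: glutathione beads carrying GST-tagged Bcl family fusion proteins plus one bare bead set; values are compound well signal with DMSO vehicle wells as background; inactives centre near 16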
# An asterisk follows results filed as active; ? = inconclusive; nt = not tested or not shown.
SMILES,Rab7 wt GTP bind,Rac1 act GTP bind,Mcl1 Bid PPI,Mcl1 Noxa PPI,Rac1 wt modul,Avidin fluor,Pf gametocyte,HRas wt GTP,Rab2 wt GTP,Cdc42 wt,GSH bead fluor
O=C(NCc1ccc2c(c1)OCO2)C1CCN(c2ccc(S(=O)(=O)N3CCCC3)cc2)CC1,99,100,-30,-9,100,12,nt,103,101,102,14
C=CCn1c(SCc2csc(-c3ccc(C)cc3)n2)nnc1-c1ccccc1OC,101,96,-6,2,102,22,11,103,100,98,11
O=C(CSc1nnc(-c2ccco2)n1Cc1ccco1)NCc1ccccc1,97,97,-13,13,99,8,nt,100,99,99,33
CC(C)(C)n1nnnc1C(c1ccncc1)N1CCN(C2CCCCC2)CC1 (stereo not given),97,100,-35,-11,104,7,7,100,103,99,30
COc1ccc(NC(=O)Nc2ccccc2C(=O)N2CCCC2)cc1,101,100,-7,6,103,10,21,104,106,106,21
c1ccc(CNn2c(N3CCOCC3)nc3ccccc32)cc1,99,98,-4,-12,109,34,nt,100,99,103,26
Cc1ccc(-n2c(Cc3ccccc3)nnc2SCC(=O)NNC(=O)Cc2ccccc2)cc1,89,89,-28,nt,90,9,-21,89,89,93,25
CCOC(=O)N1N=C(c2ccc(C)cc2)CC1(O)C(F)(F)F (stereo not given),97,96,8,-4,96,33,nt,99,98,99,14
NC(=O)CN1CCN(c2cccc(Cl)c2)CC1,101,97,-28,4,102,12,-18,100,96,97,17
CCOc1ccc(-n2cccc2C=O)cc1,99,99,7,14,103,7,nt,97,100,99,9
COc1ccc(S(=O)(=O)N2CCC(C(=O)NCC3CCCO3)CC2)cc1C (stereo not given),94,93,11,18,95,37,nt,98,95,100,17
COC(=O)c1ccc(CN(c2ccccn2)S(=O)(=O)c2ccccc2)cc1,100,100,-31,14,100,16,nt,100,101,100,26
Cc1cccc(S(=O)(=O)c2c(N)n(/N=C/c3ccccc3)c3nc4ccccc4nc23)c1,96,98,-3,-4,101,35,12,100,99,102,16
CCN(CC)CC(C)CNC(=O)CN1C(=O)CSc2ccc(S(=O)(=O)N3CCOCC3)cc21 (stereo not given),103,99,4,22,107,6,-11,101,104,101,25
CCn1ncc(-c2csc(N)n2)c1C,102,96,-32,16,97,26,nt,98,98,93,60
CCC(C)NC(=O)CNC(=S)N(Cc1ccccc1F)C1CCCCC1 (stereo not given),101,95,-49,11,96,13,4,95,99,94,10
CC(C)Cc1csc(NC(=O)c2ccc(F)cc2)c1C(=O)O,92,93,-1,-6,90,11,7,92,91,93,12
COc1ccccc1Nc1cc(C(=O)NCCCN2CCOCC2)c2ccccc2n1,98,97,-31,6,104,5,nt,99,98,101,14
Nc1ccc2nc(-c3ccccc3)sc2c1,102,99,-10,-6,105,13,-23,100,99,99,26
COc1ccccc1C(c1nnnn1Cc1ccccc1)N1CCN(C2CCCC2)CC1 (stereo not given),100,98,27,30,106,22,nt,102,100,100,17
Cc1cc2nc(SCCOC(=O)Nc3ccc(Cl)cc3)nc(C)c2cc1C,100,101,-57,-20,102,8,nt,103,103,104,20
COc1cc(C2/C(=C(\O)c3ccc4c(c3)CC(C)O4)C(=O)C(=O)N2CCCn2ccnc2)ccc1O (stereo not given),99,99,-116,-8,98,18,nt,100,99,100,14
CCCc1ccc(C#N)c(SC2CC(=O)N(c3ccc(OC)cc3)C2=O)n1 (stereo not given),98,97,-51,23,97,10,-3,97,97,98,14
O=C(NCCCN1CCOCC1)C(=O)NCc1ccccc1,95,95,-15,3,96,9,9,94,95,97,13
Cc1cc(N=Cc2c(O)ccc3ccccc23)no1,102,101,-15,30,106,9,-3,101,98,102,23
Cc1cc(Oc2ccc(C)c(Cl)c2)nc(SCC(=O)c2ccccc2)n1,100,101,-9,4,105,3,11,101,99,102,6
Cc1cc(=O)oc2cc(NC(=S)NCc3ccccn3)ccc12,106,96,-36,4,100,11,2,100,100,100,13
CCC(C)NC(=O)C(Cc1ccccc1)NS(=O)(=O)c1cccc2nsnc12 (stereo not given),104,96,-20,-5,100,7,-32,101,101,101,16
CCOCCc1nnc(N)s1,101,98,-5,9,101,15,-1,100,101,98,37
O=C(CSc1nnnn1C1CCCCC1)NCc1cccc(C(=O)O)c1,105,102,11,-5,105,10,nt,103,103,104,25
COc1cc(C(=O)NCCN2C(=O)S/C(=C\c3cccs3)C2=O)cc(OC)c1OC,98,92,-23,12,96,10,nt,93,92,96,9
CCOC(=O)c1c(C)oc2cc(Br)c(OC(=O)N3CCOCC3)cc12,100,96,92*,-2,98,11,nt,97,98,94,40
O=C1NCCN1C(=O)N(c1ccccc1)c1ccccc1,95,97,-25,-14,102,6,11,95,98,98,39
COc1ccccc1NC(=O)CSc1nnc(-c2ccco2)o1,98,98,-11,7,100,14,nt,98,99,96,22
Cn1c(=O)c2cc(S(=O)(=O)NC(C(=O)Nc3cccc(F)c3)c3ccccc3)ccc2n(C)c1=O (stereo not given),100,100,-15,21,105,5,nt,100,97,101,19
CCn1c(SCc2ccccc2)nnc1C1CCCCC1,97,100,2,-3,104,12,nt,102,103,103,12
CCOc1ccc(N(CC(=O)NCc2ccccc2)S(C)(=O)=O)cc1,96,96,0,-8,97,12,nt,98,99,99,9
O=C(COC(=O)C1CCN(S(=O)(=O)c2ccc3c(c2)OCCO3)CC1)Nc1ccc(C(F)(F)F)cc1,95,97,-14,10,101,17,10,98,98,100,17
CCCOc1ccc(NC(=O)C2CC(=O)N(C(C)C)C2)cc1 (stereo not given),106,102,1,0,102,8,nt,104,104,102,26
CCN(CC)C(=O)N(CC)Cc1ccccc1,96,91,1,1,97,11,nt,96,96,95,11
COc1ccccc1NC(=O)COc1ccc(/C=N/n2cnnc2)cc1OC,92,92,-15,-15,96,16,nt,95,93,96,40
O=C(CN1CCN(c2ccc([N+](=O)[O-])cc2)CC1)Nc1nccs1,103,102,-44,19,104,8,3,104,103,105,14
CCn1cc(C(=O)NCCc2ccccc2)c(=O)c2cc(F)c(N3CCN(C)CC3)cc21,97,97,6,21,96,21,nt,97,97,96,13
Cc1ccc([N+](=O)[O-])cc1NC1CC(O)C(CO)O1 (stereo not given),103,101,1,15,104,4,0,102,102,104,11
CNCCCNC(=O)c1ccc(/C=N/O)nc1,95,95,-51,3,96,10,-1,95,96,94,13
CCOc1cc2nc3c4ccccc4n(C)c3nc2cc1OCC,97,96,12,6,100,3,nt,94,96,94,23
COC(c1ccccc1)c1nnc(CCC(=O)N(C)CCCC2CCCC2)o1 (stereo not given),97,97,-15,-7,98,10,23,97,94,97,17
N=C(N)SCc1cn(-c2ccccc2)nc1-c1ccc(Br)cc1,93,101,-19,20,103,9,23,93,94,95,11
CCN(CC)S(=O)(=O)c1cccc(C(=O)N/N=C/c2ccccn2)c1,94,96,-30,-20,96,13,-11,93,93,93,10
CCN1CCN(CCNC(=O)c2cn(Cc3ccccc3F)nn2)CC1,100,98,-10,-13,98,29,nt,97,98,98,24
CCc1ccc(NC(=O)CSc2nc3n[nH]c(C)c3c(=N)n2-c2cccc(OC)c2)cc1,?,?,6,13,?,6,nt,?,?,?,15
COc1ccc(-c2nn(-c3ccccc3C)cc2CNCc2cccnc2)cc1F,96,98,6,-3,99,9,15,98,98,99,10
O=C1C=CC(=O)N1c1ccc(N2CCCCC2)cc1,92,97,-11,34,98,8,-16,97,96,98,13
O=S(=O)(Nc1ccc(O)c(CN2CCCCC2)c1)c1ccccc1,99,96,-90,23,96,17,7,98,97,96,7
CCOc1cc(CO)ccc1OCC(=O)N1CCCCC1,?,?,2,2,?,14,nt,?,?,?,22
O=C(N/C(=C/c1ccc(Br)cc1)C(=O)N1CCOCC1)c1cccs1,107,96,-24,15,101,11,6,101,100,99,23
CCOC(=O)/C=C/C(=O)Nc1ccc(S(=O)(=O)N(C)c2ccccc2)cc1,96,95,-20,3,97,12,5,93,94,92,12
O=C(Nc1cccc2ccccc12)c1ccccc1NS(=O)(=O)c1cccc2cccnc12,100,95,3,27,98,2,5,98,96,100,7
Cc1ccsc1C(=O)OCC(=O)Nc1sccc1C(N)=O,104,101,-10,28,103,9,-36,105,105,107,20
COc1cc(C(=O)N2CCN(Cc3ccccc3C(F)(F)F)CC2)cc(OC)c1OC,99,97,48,40,103,27,nt,100,101,101,21
# Remaining list, next part:
SMILES,Rab7 wt GTP bind,Rac1 act GTP bind,Mcl1 Bid PPI,Mcl1 Noxa PPI,Rac1 wt modul,Avidin fluor,Pf gametocyte,HRas wt GTP,Rab2 wt GTP,Cdc42 wt,GSH bead fluor
CC(C)CCNC(=O)NC(=O)COc1ccccc1C#N,93,90,-26,nt,90,11,nt,93,92,92,38
O=C(O)C1CCC(=O)N1Cc1ccccc1Cl (stereo not given),97,91,9,21,96,13,-22,97,95,98,46
Cc1cc(C(=O)COC(=O)C2COc3ccccc3O2)c(C)n1CC1CCCO1 (stereo not given),100,103,-45,-19,104,14,nt,105,105,107,23
CCc1ccccc1NC(=O)CSc1nc2ccccc2n1CC(=O)N(C)C,100,98,-6,0,104,6,nt,102,100,105,35
COc1ccc(NCc2nnc(SCC(=O)N3CCCc4ccccc43)o2)cc1,98,94,-23,5,98,5,20,94,94,94,33
Cc1ccc(NC(=O)c2ccc3ccccc3n2)cc1S(=O)(=O)N(C)C,94,95,6,-1,98,16,5,94,93,95,11
O=C(COC(=O)CCSc1ccc(Cl)cc1)NCc1ccccc1Cl,100,98,12,1,105,6,4,100,98,102,13
CC1CCCN(c2nc3c(c(=O)[nH]c(=O)n3C)n2Cc2ccccc2Cl)C1 (stereo not given),103,99,-24,-2,106,7,nt,103,102,105,12
Cc1cc(NC(=O)CC(C)(C)C)nc2c1c(=O)oc1ccccc12,100,100,-7,-35,102,7,17,100,98,102,17
Cc1ccc(NC(=O)CN2CCN(CCN=CC3=C(O)CC(C)(C)CC3=O)CC2)cc1,99,98,5,-2,98,6,-11,99,98,99,20
CCC(=O)Nc1nc(C)c(C(=O)N2CCCCC2)s1,98,97,4,6,101,5,-6,98,98,100,54
CC1(C)OC(=O)N(c2cccnc2)C1(C)O (stereo not given),95,96,-28,-1,98,7,nt,96,95,97,58
O=C(/C=C/Sc1ncn[nH]1)c1ccc(Cl)cc1,99,94,-72,4,103,10,nt,98,93,92,36

# Assay outcomes: PubChem BioAssay, several laboratories
